PLC-gamma1 inh = blocks human PLC-gamma1 enzyme activity. P19174. purified PLC-gamma1, fluorogenic substrate, fluorescence. inhibition, % at 12.2 µM. 370,000 tested, 0.84% active. AID 720700; in the data active = inhibition above about 9.5%
Target sequence (P19174 whole entry, looked up): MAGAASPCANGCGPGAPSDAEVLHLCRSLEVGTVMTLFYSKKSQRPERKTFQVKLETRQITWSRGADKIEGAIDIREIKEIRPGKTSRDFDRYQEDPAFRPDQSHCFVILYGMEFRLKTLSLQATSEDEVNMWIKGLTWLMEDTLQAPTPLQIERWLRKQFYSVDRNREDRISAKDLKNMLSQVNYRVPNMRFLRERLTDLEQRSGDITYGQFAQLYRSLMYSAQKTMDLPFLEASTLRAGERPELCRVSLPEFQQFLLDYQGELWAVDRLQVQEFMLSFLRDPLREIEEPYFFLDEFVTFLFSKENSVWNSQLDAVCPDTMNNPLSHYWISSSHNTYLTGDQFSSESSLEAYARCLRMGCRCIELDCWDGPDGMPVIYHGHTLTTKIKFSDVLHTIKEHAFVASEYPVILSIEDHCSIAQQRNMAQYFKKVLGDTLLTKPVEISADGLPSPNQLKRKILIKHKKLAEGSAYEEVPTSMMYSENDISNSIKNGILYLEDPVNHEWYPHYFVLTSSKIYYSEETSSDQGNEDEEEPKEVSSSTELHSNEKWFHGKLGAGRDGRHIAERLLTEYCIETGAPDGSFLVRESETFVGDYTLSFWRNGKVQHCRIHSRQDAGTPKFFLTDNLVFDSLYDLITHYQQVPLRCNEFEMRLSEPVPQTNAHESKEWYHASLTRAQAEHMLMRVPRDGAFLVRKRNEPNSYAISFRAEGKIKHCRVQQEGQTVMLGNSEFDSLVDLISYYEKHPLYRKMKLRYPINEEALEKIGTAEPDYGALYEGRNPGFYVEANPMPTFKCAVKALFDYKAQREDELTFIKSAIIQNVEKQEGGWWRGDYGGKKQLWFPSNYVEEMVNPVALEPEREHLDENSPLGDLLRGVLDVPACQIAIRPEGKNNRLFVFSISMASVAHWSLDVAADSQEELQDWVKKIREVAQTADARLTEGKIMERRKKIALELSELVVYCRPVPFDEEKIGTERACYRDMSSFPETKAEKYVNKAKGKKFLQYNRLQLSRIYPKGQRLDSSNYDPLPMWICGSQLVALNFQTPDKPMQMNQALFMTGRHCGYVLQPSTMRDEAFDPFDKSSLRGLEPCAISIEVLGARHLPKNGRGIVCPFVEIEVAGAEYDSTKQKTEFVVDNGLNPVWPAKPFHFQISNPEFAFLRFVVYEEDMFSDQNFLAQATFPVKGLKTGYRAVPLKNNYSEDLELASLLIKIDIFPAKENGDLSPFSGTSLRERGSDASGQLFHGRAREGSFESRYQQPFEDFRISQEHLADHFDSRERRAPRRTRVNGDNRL
DAX1 inh-1 = NR0B1 (DAX1) inhibition. P51843. HEK293 Gal4-DAX1 luciferase reporter, luminescence. inhibition, % at 6.75 µM. 340,000 tested, 0.99% active. AID 504766;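 active = inhibition above the mean over all tested compounds plus 3 SD, cut at about 4.2% in these data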;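 also: 0% = DAX1-transfected cells with DMSO and 100% = empty-vector control cells with DMSO; inhibition shows as a rise in luminescence from relieved DAX1 repression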
ADAM17 inh = inhibitors of human ADAM17; P78536; recombinant ADAM17, EDANS/DABCYL FRET peptide cleavage; inhibition, % at 6.95 µM; 370,000 tested, 0.83% active; AID 720648;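 active = inhibition above the mean of compounds lying between control limits plus 3 SD, set per campaign, cut at about 8.5% in these data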;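 also: 0% = DMSO-only wells as the low control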
SMARCA2 activ = increases SMARCA2 function in MMTV reporter cells. MG213 cells, MMTV-luciferase reporter, dexamethasone, overnight. activation, % at 9.1 µM. 370,000 tested, 1% active; in the data active = activation above about 7.8%;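 also: 0% = vehicle wells and 100% = reference activator wells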
hgDAF-12 ag = agonists of H. glycines DAF-12 nuclear receptor; 370,000 tested, 1.8% active; activation, % at 6.8 µM; AID 687014; HEK293 GAL4-hgDAF12 UAS-luciferase reporter, agonist luminescence; normalized to butyrate control;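 active = activation above a cutoff set at the mean of all screened compounds plus 3 SD, cut at about 10% in these data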;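 also: 0% = DMSO wells and 100% = sodium butyrate wells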
hcDAF12 agonist = H. contortus DAF-12 activation, primary screen; activation, % at 6.8 µM; AID 652067; 370,000 tested, 1.4% active; HEK293 hcDAF-12 lit1-tk-luc reporter, luminescence; 0% DMSO, 100% Δ7-dafachronic acid;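 active = activation above the mean of all tested compounds plus 3 SD, cut at about 5.5% in these data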;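 also: 100% = response to 3 µM Δ7-dafachronic acid high control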
NR1D1 modulator = Rev-erb alpha (human) modulation; P20393; 370,000 tested, 0.79% active; Rev-erbα–FITC-DNA binding, fluorescence polarization, 90 min; activity, % at 10 µM;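 active = activity above about 14%, limit read from the data; passing the limit was not always enough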;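 also: 0% = DMSO wells with 35 nM protein and 100% = DMSO wells with 750 nM protein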
DAX1 inh-2 = inhibitors of DAX1 repression of SF-1 activated StAR promoter; HEK293T StAR-luciferase reporter, SF-1/DAX-1 repression relief; inhibition, % at 6.8 µM; 370,000 tested, 1.1% active; AID 652010;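 active = inhibition above the mean over all tested compounds plus 3 SD, cut at about 3.6% in these data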;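 also: 0% = DAX-1 cells with DMSO and 100% = cells lacking DAX-1 with DMSO; higher inhibition means more luminescence from relief of DAX-1 repression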
MBD2 inh = inhibitors of human MBD2 binding to methylated oligonucleotide | Q9UBB5 | inhibition, % at 4.4 µM | 370,000 tested, 0.31% active | TR-FRET; in the data active = inhibition above about 13%
PLC-beta3 inh = inhibitors of human phospholipase C beta3; Q01970; Purified PLC-beta3, fluorogenic substrate, fluorescence; inhibition, % at 12.2 µM; 370,000 tested, 0.18% active; AID 720704; in the data active = inhibition above about 11%;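 also: 0% = median of compound wells on plate and 100% = full blocker control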
ssDAF-12 act = activates DAF-12 receptor from parasite S. stercoralis | 370,000 tested, 1% active | activation, % at 6.8 µM | AID 652126 | HEK293 ssDAF-12/GRIP1 lit1-tk-luc reporter, luminescence; % of 3 µM dafachronic acid response;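 active = activation above the mean over all tested compounds plus 3 SD, cut at about 0.9% in these data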;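 also: 0% = DMSO-only wells and 100% = 3 µM delta7-dafachronic acid wells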
* hit, by the source's call; i = inactive; · = no result given.

compound,PLC-beta3 inh,NR1D1 modulator,DAX1 inh-2,PLC-gamma1 inh,MBD2 inh,DAX1 inh-1,hcDAF12 agonist,ADAM17 inh,SMARCA2 activ,ssDAF-12 act,hgDAF-12 ag
COc1ccc(-n2c(SCC(=O)Nc3ccccc3-c3ccccc3)nnc2-c2cccnc2)cc1,2,-5,-1.8,-1,-2,·,-2.7,-1,-5,-1.3,0.2
CC(C)n1c(-c2ccncc2)n[nH]c1=S,-3,-1,-0.6,1,-5,3.9,0.6,-1,-3,-1.0,3.7
CCOC(=O)c1c(C)n(-c2ccc(C)cc2)c2ccc(O)c(CN(C)C)c12,2,-2,0.5,4,2,-0.1,-2.6,1,0,-1.4,-1.9
O=C(c1ccc(F)cc1)C1CCN(C(=O)c2ccc(F)cc2)CC1,-6,-3,-0.5,-1,-5,0.8,-1.8,0,-3,-0.8,-1.0
CCOc1cc(C(=O)NCCc2ccc(S(N)(=O)=O)cc2)cc(OCC)c1OCC,-3,4,0.7,-1,-1,-1.9,0.2,0,4,-1.6,-2.2
COc1ccc2c(C)cc(SCC(=O)Nc3cc(C(N)=O)cc(C(N)=O)c3)nc2c1,-12,6,-0.4,-4,-7,1.0,0.7,-2,-3,-0.8,2.8
Cc1cc(CNC(=O)c2cccnc2Cl)c2ccccc2n1,-9,-2,-0.4,-3,-2,-0.7,-1.8,-9,-2,-1.5,-0.5
CC[C@H]1C/C=C\Cc2ccccc2[C@H](C(=O)C[C@@H](O)CC(C)=O)OC1=O,-7,7,-0.5,-5,2,-0.9,-1.2,-3,1,-0.6,5.8
CCn1c(NCc2cccs2)nc2ccccc21,0,0,-0.5,2,-2,0.7,-0.7,-3,2,-1.1,-0.1
CCn1c(/C=C/c2ccccc2)nc2ccccc2c1=O,-10,1,-0.5,-4,-2,0.7,-0.7,2,-1,-0.9,0.0
CCOCCCN(C)C1CCN(S(=O)(=O)c2csc(C(N)=O)c2)CC1,-4,5,0.3,2,0,0.1,-1.2,-2,-2,-0.8,0.2
O=C(NC1CCCC1)C(c1cccnc1)N(C(=O)c1csnn1)c1ccc(F)cc1 (stereo not given),-5,12,0.6,9.7*,3,-1.3,2.1,-3,-2,-0.5,-0.2
Cc1ccc(-c2nc(CN3CCN(c4cnccn4)CC3)c(C)o2)o1,-21,5,-0.4,-15,-4,-0.6,0.9,-14,-2,-0.6,-0.6
C=CCN1C[C@H](COC(=O)c2ccc(C)c(C)c2)Oc2cccc(F)c2S1(=O)=O,-3,2,-2.5,-1,-1,·,-1.9,5,-6,-1.6,-2.3
COc1ccc(C(=O)c2cc3cccc(OC)c3o2)cc1,-40,·,2.9,-25,-4,3.0,0.7,-1,4,-0.6,19*
CS(=O)(=O)Nc1ccc(C(=O)Nc2ccc3c(c2)OCO3)cc1,-1,0,0.9,2,4,1.1,-0.6,-3,4,-0.6,6.3
CCOC(=O)C1CCN(C(=O)CN2C(=O)NC(C)(c3ccc4cc(OC)ccc4c3)C2=O)CC1 (stereo not given),4,-4,-0.8,4,3,-2.8,-1.2,2,-5,-1.6,-5.2
C/C(=N\NC(=O)c1cccc(F)c1)c1ccc(Br)s1,0,4,-2.3,5,3,1.4,1.4,-1,2,-1.4,5.7
O=C(CN1CCN(c2ncc(C(F)(F)F)cc2Cl)CC1)NCCNc1ncc(C(F)(F)F)cc1Cl,-2,5,-0.5,8,4,-0.8,-1.3,-6,0,-0.8,-0.7
COc1ccc(C(=O)NCCc2c[nH]c3ccccc23)cc1OC,-5,-4,0.0,0,-2,-0.4,0.3,-2,-2,-0.8,1.8
Cc1noc(C)c1COC(=O)c1cc2c3ccccc3n(C)c2s1,-70,-3,-0.6,-55,0,0.4,1.9,-19,-2,-0.8,1.2
Cc1cc(C)n(C(=O)C(C(=O)c2ccccc2)C(C)C)n1 (stereo not given),-1,-2,0.5,1,3,0.8,-0.8,-2,-1,-1.4,6.1
Cc1cnc(-c2nnc(N(C)C(=O)C3CCCO3)s2)cn1 (stereo not given),-97,4,0.7,-77,-5,4.1,0.6,-19,-1,-1.2,1.9
C/C(=N\NC(=O)CN1CCCCC1)c1cccc([N+](=O)[O-])c1,-4,0,0.2,-2,0,3.0,2.9,-3,2,-0.5,2.7

Laid out differently: four of the compounds above.
Order of values: PLC-beta3 inh, NR1D1 modulator, DAX1 inh-2, PLC-gamma1 inh, MBD2 inh, DAX1 inh-1, hcDAF12 agonist, ADAM17 inh, SMARCA2 activ, ssDAF-12 act, hgDAF-12 ag
- Cc1ccc(-c2nc(CN3CCN(c4cnccn4)CC3)c(C)o2)o1
  -21, 5, -0.4, -15, -4, -0.6, 0.9, -14, -2, -0.6, -0.6
- COc1ccc(C(=O)c2cc3cccc(OC)c3o2)cc1
  -40, ·, 2.9, -25, -4, 3.0, 0.7, -1, 4, -0.6, 19*
- COc1ccc(C(=O)NCCc2c[nH]c3ccccc23)cc1OC
  -5, -4, 0.0, 0, -2, -0.4, 0.3, -2, -2, -0.8, 1.8
- Cc1cnc(-c2nnc(N(C)C(=O)C3CCCO3)s2)cn1 (stereo not given)
  -97, 4, 0.7, -77, -5, 4.1, 0.6, -19, -1, -1.2, 1.9

New compounds follow
compound,PLC-beta3 inh,NR1D1 modulator,DAX1 inh-2,PLC-gamma1 inh,MBD2 inh,DAX1 inh-1,hcDAF12 agonist,ADAM17 inh,SMARCA2 activ,ssDAF-12 act,hgDAF-12 ag
CN1C(=O)CC(Sc2ccccc2C(=O)O)C1=O (stereo not given),-8,-3,0.7,1,7,0.8,1.9,-4,-1,-1.0,1.9
CCOC(=O)CNC(=O)c1cc(-c2ccc3c(c2)OCCO3)oc1C,-6,-1,0.1,-4,2,0.7,1.9,-1,6,-1.1,-1.3
COc1ccc(-c2noc(CCC(=O)Nc3nc4ccccc4s3)n2)cc1,6,3,-0.6,2,5,·,1.6,-3,1,-0.7,2.1
COc1cc(-c2noc(-c3cccs3)n2)cc(OC)c1OC,1,2,0.8,5,-6,0.0,-1.8,-2,4,-1.1,-2.1
CCSc1ncc(Cl)c(C(=O)Nc2ccccc2Cl)n1,-8,-2,-0.1,2,4,0.7,0.1,-7,0,-0.6,1.0
Cc1ccc(CNC(=O)C2CCN(S(=O)(=O)N3CCOCC3)CC2)cc1,4,-5,-0.5,2,2,0.2,-0.3,0,4,-1.4,0.5
CCCc1cc(=O)oc2cc(C)cc(OCC(=O)NC(Cc3ccc(Cl)cc3)C(=O)O)c12 (stereo not given),-215,-3,0.2,-174,-1,0.0,0.6,-151,2,-2.0,-1.7
CN(C)CCCNc1ncnc2scc(-c3ccccc3)c12,-4,8,0.3,0,0,0.3,-0.8,0,-2,-0.1,-0.8
Nc1nnc(CSCc2ccc(Cl)cc2Cl)s1,0,3,0.2,-3,-6,0.3,-0.3,-2,-1,-1.2,9.0
Cc1cc(C)nc(-n2nc(C)cc2NC(=O)CN2CCC(C)CC2)n1,-3,8,-0.8,-2,7,0.2,-1.7,-3,2,-1.8,-2.2
CCOC(=O)c1ccc(N2C(=O)C=C(N3CCOCC3)C2=O)cc1,-7,2,0.3,-3,2,-2.0,-0.7,-1,1,-0.7,1.0
O=C(NNC(=O)c1ccccc1F)c1ccc2nc[nH]c2c1,-6,-5,3.0,-1,-3,1.1,-1.1,-5,-1,-0.8,1.1
O=C(/C=C/Nc1ccccc1Br)c1ccccn1,-18,5,-2.3,-14,-4,-6.0,-2.1,2,-4,-2.5,-12
O=C(COC(=O)c1ccc2[nH]c3c(c2c1)CCCC3)NC1CCS(=O)(=O)C1 (stereo not given),-48,-1,-1.8,-30,5,0.9,-1.5,-16,-4,-2.0,2.1
COc1ccccc1N1CC(C(=O)Nc2cc(C(F)(F)F)ccc2N2CCCC2)CC1=O (stereo not given),-9,-2,-1.2,-6,6,0.3,-1.7,-1,-3,-1.0,-0.2
CCOCCCNC(=S)N1CCN(C(=O)C(=O)Nc2ccc(C(=O)OC)cc2)CC1,3,-3,-0.2,4,-2,-0.4,-2.2,-1,-2,-0.6,-1.3
Nc1cccc2c1C(=O)N(Cc1nnc(-c3ccccc3Br)o1)C2=O,i,1,0.1,i,-1,-0.4,-2.3,-82,2,-1.4,-2.3
Cc1ccccc1-c1ccc2c(c1)[C@@H]1C[C@H](N(C)S(=O)(=O)c3ccc(Cl)cc3)[C@H]([C@H](C)O)CN1CC2,-141,1,0.9,-113,-3,·,0.5,-16,-6,-0.6,0.6
O=c1cc(-c2ccco2)nc(-c2cccs2)o1,-4,-5,0.1,-3,0,0.5,-0.8,0,-1,-0.8,2.3
O=C(COC(=O)c1ccc2ncsc2c1)NCc1ccccc1Cl,-8,1,1.8,-5,4,0.4,0.1,-1,1,-0.9,2.2
O=C(CCNC(=O)C1CCN(S(=O)(=O)c2ccccc2)CC1)Nc1cccc(C(F)(F)F)c1,-1,0,-4.9,-1,5,-0.6,-2.5,5,0,-1.6,0.3
CCOc1ccccc1NC(=O)CSc1ccc2nnc(-c3cccnc3)n2n1,-3,-1,0.5,-2,-2,-0.7,-0.1,0,-2,-1.8,0.5
Clc1cccc(C2Nc3cccc4cccc(c34)N2)c1Cl,-17,-7,0.1,-9,-3,-0.7,1.8,-1,-2,-0.8,-4.9
N#Cc1nc(-c2ccccc2F)oc1NCCN1CCOCC1,-488,8,-0.1,-384,0,-0.6,-2.9,-107,6,-1.3,0.9

Structures listed so far that have bromine:
compound,PLC-beta3 inh,NR1D1 modulator,DAX1 inh-2,PLC-gamma1 inh,MBD2 inh,DAX1 inh-1,hcDAF12 agonist,ADAM17 inh,SMARCA2 activ,ssDAF-12 act,hgDAF-12 ag
C/C(=N\NC(=O)c1cccc(F)c1)c1ccc(Br)s1,0,4,-2.3,5,3,1.4,1.4,-1,2,-1.4,5.7
O=C(/C=C/Nc1ccccc1Br)c1ccccn1,-18,5,-2.3,-14,-4,-6.0,-2.1,2,-4,-2.5,-12
Nc1cccc2c1C(=O)N(Cc1nnc(-c3ccccc3Br)o1)C2=O,i,1,0.1,i,-1,-0.4,-2.3,-82,2,-1.4,-2.3

Next part:
compound,PLC-beta3 inh,NR1D1 modulator,DAX1 inh-2,PLC-gamma1 inh,MBD2 inh,DAX1 inh-1,hcDAF12 agonist,ADAM17 inh,SMARCA2 activ,ssDAF-12 act,hgDAF-12 ag
O=C1NCCCCC1NS(=O)(=O)c1cccc(C(F)(F)F)c1 (stereo not given),0,-4,0.0,4,1,0.6,-0.3,0,-4,-0.9,-1.9
Cc1ccccc1C(=O)Nc1c(C(=O)N(CCN(C)C)Cc2ccco2)oc2ccccc12,-7,3,-0.9,-1,2,-1.1,-0.2,-5,2,-1.3,0.2
Cc1cc(C)n(-c2nnc3n2N=C(c2ccccc2)CS3)n1,3,1,0.0,1,0,0.3,1.1,1,-3,-1.3,1.5
CC(=O)Nc1cccc(N(C(=O)C2COc3ccccc3O2)C(C(=O)NC2CCCCC2)c2cn(C)nc2C)c1 (stereo not given),0,-2,-0.7,0,5,-0.9,-1.0,-4,-2,-1.1,0.1
COc1ccc(C(=O)NCCS(=O)(=O)NCc2ccc(C)cc2)cc1,-7,-3,0.6,1,-3,0.4,1.3,-4,-2,-0.8,0.2
Cn1c(CC(=O)Nc2ccccc2)nnc1SCC(=O)c1ccccc1,1,2,1.0,0,2,1.1,0.1,-3,1,-0.9,-0.2

Source: PubChem
